Compound activity (PubChem)
TNAP activators: human TNAP enzyme activators, primary screen, biochemical, luminescent, no phosphate acceptor, uHTS (AID 1001); purified TNAP, luminescent activation assay, no phosphate acceptor; higher activation fold means a stronger effect; activation fold at 20 µM; hits with a dose series show EC50 in µM; 200,000 compounds, 0.03% hits; in the data active means activation fold from about 3, or a potency from the dose series; inactive means the rest, 99 in 100 with activation fold below about 1.6; further: many of its hits are not listed in these tables
NTR1 agonist: agonists of NTR1, primary screen, imaging, U2OS cells, beta-arrestin-GFP, high content (AID 493036); NTR1-U2OS beta-arrestin-GFP spot imaging, agonist mode; activation, % at 20 µM; 330,000 compounds, 0.17% hits;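 active means activation at or above 40% of the spot to cytoplasm intensity ratio, with at least 20 cells analyzed; inconclusive means wells under 20 cells, flagged as cytotoxic or low count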;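 further: 0% = DMSO without peptide and 100% = 100 nM NTR1 peptide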
Target sequence (P30989 whole entry, looked up): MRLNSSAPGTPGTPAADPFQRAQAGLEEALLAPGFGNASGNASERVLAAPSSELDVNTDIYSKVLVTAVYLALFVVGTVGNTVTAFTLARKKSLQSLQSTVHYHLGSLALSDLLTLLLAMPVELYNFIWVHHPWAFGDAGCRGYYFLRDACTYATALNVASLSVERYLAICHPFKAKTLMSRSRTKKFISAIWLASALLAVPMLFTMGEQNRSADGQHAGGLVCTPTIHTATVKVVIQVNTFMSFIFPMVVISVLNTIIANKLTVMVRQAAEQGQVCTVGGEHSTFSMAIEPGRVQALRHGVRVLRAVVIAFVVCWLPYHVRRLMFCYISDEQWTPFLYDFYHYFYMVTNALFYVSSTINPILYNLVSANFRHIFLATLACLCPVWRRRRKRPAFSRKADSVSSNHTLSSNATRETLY
K1F lysis inhibition: protection from phage-mediated lysis, alamar blue read-out – E. coli UTI89, K1F phage, bacterial capsule biogenesis inhibitors (AID 488966) | 340,000 compounds, 0.02% hits | E. coli UTI89 K1F phage lysis, alamar blue, 2 h; higher % means a stronger effect | inhibition, % at 100 µM; hits with a dose series show IC50 in µM;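 active means phage lysis inhibition, versus mean bacterial control, above a set limit; inconclusive means no clear call, values can overlap the other calls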;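 further: capsule biogenesis inhibitors block K1F phage lysis so surviving cells raise fluorescence; higher fluorescence means more inhibition of phage lysis; actives were called in the ten point dose series up to 300 µM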
MgcRacGAP inhibition: MgcRacGAP GTPase-activating activity inhibitors, confirmation, biochemical, ADP Hunter fluorescence. MgcRacGAP-stimulated Rac1 GTP hydrolysis, ADP Hunter fluorescence; higher % means a stronger effect; GST-tagged Rac1 F28L mutant substrate. inhibition, % at 30 µM, or IC50 in µM where a hit was titrated. 340,000 compounds, 0.6% hits;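 active means first-screen hits whose inhibition reached a set limit at any dose in the follow-up dose series; inconclusive means inhibition above the set first-screen limit but never retested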;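 further: fluorescence reports GDP produced by GAP-driven GTP hydrolysis; strong numbers were not always called active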
T cell modulator: modulates CD8 T cell binding to vesicles; 2C CD8+ T cell-vesicle binding, flow cytometry; active compounds read low; calls only at 7 µM; 330,000 compounds, 0.068% hits;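 active means response, share of CD8 T cells binding vesicles, and their 90th percentile fluorescence all below set limits, cut at about 80% in these data, passing the limit was not always enough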
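Incubation: binding step 1.5 h, 37 °C, antibody labelling 20 min, ice; system: murine 2C transgenic CD8+ T lymphocytes; technique: cytometric PE anti-B7-1 and Alexa647 anti-CD8 signals after 1% paraformaldehyde fixation; also added: QL9-charged Drosophila Ld/ICAM-1/B7-1 vesicles; control set: naked versus QL9-loaded vesicles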
Myeloid diff 2: myeloid differentiation induction | ER-HoxA9 myeloid progenitors, lysozyme-GFP differentiation, flow cytometry | AID 624256 | 360,000 compounds, 1% hits | calls only at 10 µM;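 active means normalized GFP-positive differentiation at or above the plate's own cutoff, the solvent-only control mean plus 3 SD; inconclusive means no clear call, values can overlap the other calls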;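 further: cells exposed to compound for four days before flow analysis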
RSV CPE inhibition: inhibition of RSV-induced cytopathic effect – HEp-2 cells, primary 10 µM value included (AID 2391); HEp-2 cells, RSV-induced CPE inhibition; higher % means a stronger effect; CPE inhibition, % at 10 µM; hits with a dose series show IC50 in µM; 310,000 compounds, 0.13% hits; in the data active means a potency from the dose series; inconclusive means CPE inhibition mostly from about 23% at the one dose, without a potency; inactive means the rest, 99 in 100 with CPE inhibition below about 21%; further: strong numbers were not always called active
PhoP inhibition: inhibitors of PhoP regulon expression, primary screen, Salmonella Typhimurium, GFP reporter (AID 1863); S. Typhimurium PhoP-regulated promoter GFP reporter, 4 h; higher % means a stronger effect; inhibition, % at 50 µM, or IC50 in µM where a hit was titrated; 300,000 compounds, 0.16% hits;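 active means inhibition over 29.93%, a cutoff 3 SD above the screen mean, later confirmed by dose response; inconclusive means inhibition over 29.93% but no dose response follow-up; inactive means inhibition at most 29.93% or unconfirmed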;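 further: 0% = low Mg2+ inducing control and 100% = high Mg2+ repressing control; strong numbers were not always called active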
SV40 large T antigen: TAg ATPase/helicase activity blockers – biochemical (AID 1903) | SV40 large T antigen ATPase/helicase inhibition assay; higher % means a stronger effect | inhibition, % at 20 µM, or IC50 in µM where a hit was titrated | 310,000 compounds, 0.39% hits; in the data active means a potency from the dose series; inconclusive means inhibition mostly from about 32% at the one dose, without a potency; inactive means the rest, 99 in 100 with inhibition below about 32%; further: strong numbers were not always called active
T cell modulator vesicle-bound %: second read-out of T cell modulator, no call of its own (marks repeat the call); double positive events, %; measured here: CD8+ vesicle-bound cell fraction;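 binding gate set so that unloaded-vesicle control wells show 10% double positive cells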
NTR1 agonist cell count 20 µM: recorded beside NTR1 agonist, whose call it bears; cell count; measured here: cell count, cytotoxicity flag
Myeloid diff 2 GFP+ MAC1+ %: second read-out of Myeloid diff 2, no call of its own (marks repeat the call); GFP+ MAC1+ double positive, %; measured here: differentiation confirmed by MAC1 staining
The depositor's hits bear a star; i = inactive; ? = inconclusive; · = no result given; & = joins results of further samples; [ ] = remark or other dose.

SMILES	TNAP activators	NTR1 agonist	NTR1 agonist cell count 20 µM	K1F lysis inhibition	MgcRacGAP inhibition	T cell modulator	T cell modulator vesicle-bound %	Myeloid diff 2	Myeloid diff 2 GFP+ MAC1+ %	RSV CPE inhibition	PhoP inhibition	SV40 large T antigen
COc1ccc(CCn2c(N3CCN(C)CC3)nc3c2c(=O)[nH]c(=O)n3C)cc1	1.2	0.7	58	0.0%	4%	i	55	i	0.9	1.3%	0%	3%
O=C(NC1CCCc2ccccc21)c1cccc(Br)c1 (centres undefined)	1.1	-1.6	49	1.2%	7%	i	8	i	0.4	7.0%	0%	-7%
CN(C)c1oc(-c2ccco2)nc1C#N	1.1	-1.1	43	0.3%	10%	i	14	i	0.8	2.2%	17%	7%
C#CCSc1nnc(-c2ccccc2)c(=O)[nH]1	1	-0.1	63	i	10%	i	26	i	0.3	-0.8%	-7%	20%
O=Cc1ccc(-c2ccc(Cl)cc2Cl)[nH]1	1.3	1.0	29	0.3%	6%	i	17	i	0.0	?	2%	-2%
COc1cc(C(=O)Oc2ccc3c(c2)OCC3=O)cc(OC)c1OC	1.3	23	80	0.9%	3%	i	41	i	1.2	0.8%	7%	1%
CCC(C(=O)n1cccc1C#N)c1ccccc1C (centres undefined)	·	0.0	75	1.1%	7%	i	34	i	1.3	2.1%	·	·
CC(OC(=O)c1cc(=O)[nH]c2ccccc12)C(=O)Nc1ccc(Cl)cn1 (centres undefined)	·	-1.2	66	-0.1%[50 µM]	6%	i	24	i	0.6	2.2%	·	·
Cc1cc(C(=O)Nc2ccc(S(=O)(=O)Nc3onc(C)c3C)cc2)c(C)o1	1.1	0.9	74	4.4%	13%	i	30	i	1.2	-0.7%	-9%	8%
CCCCCNC(=O)c1ccc2c(=O)n(CC3CCCO3)c(=S)[nH]c2c1 (centres undefined)	1.1	-0.5	42	0.2%	7%	i	43	i	0.5	-0.8%	-8%	-1%
O=C(CSCCO)Nc1ccccc1	1	0.3	50	1.7%	6%	i	22	i	1.1	1.2%	-4%	-3%
O=C(c1ccc(NS(=O)(=O)c2ccccc2)cc1)N1CCOCC1	·	0.5	46	0.0%	-5%	i	18	?	·	2.1%	-3%	2%
COc1cccc(CC(=O)OCC(=O)N(C)CC(=O)Nc2ccc(F)cc2)c1	·	-0.1	70	0.6%[50 µM]	5%	i	42	i	0.7	-1.5%	-3%	31%
CC(C)NC(=O)CSc1nc2[nH]ncc2c(=O)[nH]1	1.1	-2.2	81	0.3%	-1%	i	16	i	0.4	0.5%	1%	6%
O=C(COc1ccc(Cl)cc1)NCc1nnc(SCC(=O)NC2CCCC2)o1	1.1	-2.6	58	1.7%	2%	i	47	i	1.4	0.1%	-4%	14%
COc1cccc(CN(C)CC(=O)Nc2ccccc2C(=O)NC2CC2)c1	·	8.9	44	1.1%[50 µM]	3%	i	37	i	1.0	0.8%	·	·
O=C1NC[C@H](CC2CCCCC2)N(CCc2cccc(F)c2)C1=O	·	2.8	92	0.5%	6%	i	40	i	1.1	-1.1%	-10%	23%
Cc1cccc(C2NC(c3cccc(C)c3)C([N+](=O)[O-])C(C)(C)C2[N+](=O)[O-])c1 (centres undefined)	1	1.4	34	13%	1%	i	25	i	0.3	13%	-2%	8%
CN(C)CCn1c(=S)[nH]c2ccccc2c1=O	1.1	-1.0	66	0.6%	16%	i	13	i	0.4	-0.1%	-1%	6%
O=S(=O)(NCCSc1ccccc1)c1ccc(F)cc1	1.1	5.5	39	2.0%	6%	i	41	i	0.8	2.4%	3%	-3%
CC(C)CCNC(=O)CCS(=O)(=O)c1cccc2nonc12	1.1	-1.1	105	-0.2%	-4%	i	45	i	0.6	0.5%	-3%	2%
O=C(Nc1cccc(F)c1)Nc1ccnn1C1CCN(C(=O)c2ccccn2)CC1	·	-0.3	56	-0.2%	4%	i	72	i	0.4	0.9%	-7%	14%
Cc1ccc(S(=O)(=O)N2CCC(C(=O)Nc3ccccc3N3CCCCC3)CC2)cc1C	·	1.1	53	0.0%[50 µM]	-1%	i	20	i	0.7	1.8%	4%	17%
O=S(=O)(CC(CN1CCOCC1)N1CCOCC1)c1ccccc1 (centres undefined)	1	-0.8	93	0.1%	6%	i	47	i	0.4	0.7%	-1%	3%
COCCNC(=O)C(c1ccco1)N(C(=O)Cn1nnc2ccccc21)c1ccccc1C (centres undefined)	1.1	3.5	50	9.3%	8%	i	37	i	0.5	1.9%	-3%	3%

Continued, starting with the last 2 of the part before.
SMILES	TNAP activators	NTR1 agonist	NTR1 agonist cell count 20 µM	K1F lysis inhibition	MgcRacGAP inhibition	T cell modulator	T cell modulator vesicle-bound %	Myeloid diff 2	Myeloid diff 2 GFP+ MAC1+ %	RSV CPE inhibition	PhoP inhibition	SV40 large T antigen
O=S(=O)(CC(CN1CCOCC1)N1CCOCC1)c1ccccc1 (centres undefined)	1	-0.8	93	0.1%	6%	i	47	i	0.4	0.7%	-1%	3%
COCCNC(=O)C(c1ccco1)N(C(=O)Cn1nnc2ccccc21)c1ccccc1C (centres undefined)	1.1	3.5	50	9.3%	8%	i	37	i	0.5	1.9%	-3%	3%
Cc1cc(C)[n+]2n1C(=O)C(c1ccccc1)=C2[O-]	1&1	2.1&2.5	52&36	1.4%&0.8%	7%&7%	i	46&54	i	0.6&0.6	3.8%&3.9%	0%&-12%	15%&17%
COc1cc(C(=O)Nc2ccc(C)cn2)c([N+](=O)[O-])cc1OC	0.9	0.7	70	0.1%	-2%	i	40	i	0.4	-1.8%	3%	5%
CN(Cc1cccnc1)C(=O)CNC(=O)c1ccc(Cl)cc1Cl	1	1.6	46	-0.4%	-1%	i	50	i	0.7	-0.1%	-8%	18%
Cc1cccc(C(=O)NC(=S)Nc2cccc3nc(C)ccc23)c1	·	1.4	66	1.6%[50 µM]	3%	i	72	i	0.5	5.1%	2%	23%
O=C(CN(Cc1ccccc1)C(=O)CNS(=O)(=O)c1ccc(F)cc1)NCC1CCCO1 (centres undefined)	·	2.9	40	0.6%	5%	i	45	i	1.0	0.1%	4%	12%
CCOc1ccc(NC(=O)Cn2nnc(C(=O)NCc3ccc4c(c3)OCO4)c2N)cc1	·	-0.3	47	0.3%	8%	i	13	i	6.8	0.8%	-10%	14%
COc1ccc(/C=C(\NC(=O)c2ccccc2)C(=O)NCCN2CCOCC2)cc1OC	·	-1.1	50	0.4%	7%	i	44	i	0.7	0.6%	6%	18%
CC(C)(CO)CNC(=O)CC1C(=O)NCCN1CC(c1ccccc1)c1ccccc1 (centres undefined)	1	1.0	74	0.2%	5%	i	48	i	1.1	0.8%	-9%	1%
O=C(NCCS(=O)(=O)N1CCN(c2cccc(Cl)c2)CC1)c1ccc2c(c1)OCO2	·	-0.5	43	0.9%[50 µM]	7%	i	3	i	0.6	-1.8%	1%	17%
O=c1c(Cc2ccc(F)cc2)c(O)ccn1Cc1ccc(F)cc1	1.1	4.3	51	0.2%	9%	i	37	i	0.5	9.0%	-2%	16%
COc1ccc(-c2csc(NC(=O)CSc3ncn[nH]3)n2)cc1OC	1.1	3.1	52	0.2%	4%	i	34	i	0.6	19%	2%	0%
Cc1n[nH]c(=O)c2c(NC(=O)CSc3nc4ccccc4c(=O)n3C(C)C)oc(C)c12	·	-0.5	74	0.3%	0%	i	21	i	0.6	0.9%	6%	24%
CCN(CC#CCC1(O)c2ccccc2-c2ccccc21)C(C)C	1.1	-1.0	47	1.2%	-5%	i	22	i	0.0	-0.4%	-2%	-7%
CCN1Cc2cc(OC)ccc2-c2ccccc2S1(=O)=O	·	2.0	66	0.0%	-6%	·	·	i	0.8	·	·	·
CC1=NN(c2ccccc2)C(=O)/C1=C/c1cccc(C)c1	·	1.9	70	1.8%[50 µM]	18%	i	20	i	0.2	0.0%	11%	31%
O=S(=O)(Nc1ccc2ccccc2n1)c1ccc2c(c1)CCO2	·	0.4	51	0.6%	10%	i	37	i	1.1	8.2%	-5%	3%
CC1CCCCN1C(=O)COC(=O)c1ccc2ccccc2n1 (centres undefined)	·	-1.8	95	0.8%[50 µM]	4%	i	35	i	0.6	0.7%	·	·
CN(C)c1ccc(N=Nc2ccccc2C(=O)OCC(=O)Nc2ccccc2C(F)(F)F)cc1	0.7	·	·	0.2%	10%	·	·	i	1.0	·	16%	13%
Cc1ccc(S(=O)(=O)NCCSc2nnc(N)s2)cc1	1	-0.3	51	0.2%	3%	i	43	i	1.0	-0.1%	3%	19%
Cc1nn(CC(=O)NCCN2CCOCC2)c(=O)c2cc3sccc3n12	·	-0.7	69	0.1%	9%	i	43	i	3.6	0.8%	-5%	10%
COc1ccccc1CN1C[C@@H]2C[C@@H](c3ccc(C)cc3)N3CCC[C@@]23C1=O	1.1	0.2	42	0.1%	-3%	i	60	i	0.8	0.2%	·	·
COc1cccc(CC(=O)Nc2ccc3c(c2)OC2(CCCC2)O3)c1	·	-0.8	56	0.7%[50 µM]	5%	i	30	i	0.3	1.6%	·	·
COC(=O)[C@H](CC(C)C)NC(=O)Nc1ccc(F)cc1	·	-0.3	48	0.6%	6%	i	32	i	0.5	2.7%	-11%	11%
COC(CN(C(=O)CCl)C(C(=O)NC1CCCCC1)c1ccccc1C)OC (centres undefined)	0.9	2.1	67	1.9%[50 µM]	6%	i	21	i	1.0	2.4%	-2%	26%
N/N=C1\CCCc2nonc21	1.1	-0.9	35	0.0%	2%	i	18	i	0.5	3.3%	5%	1%

Limited to T cell modulator vesicle-bound %, for 2 of the compounds above:
smiles | T cell modulator vesicle-bound %
COc1ccc(/C=C(\NC(=O)c2ccccc2)C(=O)NCCN2CCOCC2)cc1OC | 44
CC(C)(CO)CNC(=O)CC1C(=O)NCCN1CC(c1ccccc1)c1ccccc1 (centres undefined) | 48

Not a hit list; any-hit rate near 2.3%.
